# A340 absorber: absorbance at 340 nm; compound absorbance at 340 nm, fold over control; AID 708; 65,000 tested, under 10 active; fold change at 10 µM;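 active = at 10 µM dose, initial 340 nm absorbance at least 2 fold that of control wells; inactive = change under 2 fold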;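 also: initial absorbance extrapolated from kinetic A340 decline of NADH oxidation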
# FXIa mix inh: inhibitors of human coagulation factor XIa, pooled mixtures; P03951; hit rate 0.19% among 62,000; inhibition, % at 5 µM; purified FXIa, fluorogenic substrate;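 also: each value is inhibition by a whole ten-compound pool holding the compound; 0% = enzyme with no mixture and 100% = wells lacking enzyme; strong numbers were not always called active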
# CatB mix inh: human cathepsin B inhibition by mixtures; P07858; Purified cathepsin B, AMC dipeptide fluorescence, compound mixtures; inhibition, %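 (ten-compound pools at 5 µM per compound and 50 µM total)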; hit rate 0.06% among 62,000; in the data active = inhibition above about 22%, passing the limit was not always enough;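 also: 0% = enzyme without compound and 100% = no enzyme blank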
# CatG inh: inhibitors of human cathepsin G | P08311 | purified enzyme, AMC-tetrapeptide fluorescence, pooled mixtures | inhibition, % at 5 µM (by protocol) | hit rate 0.2% among 62,000 | AID 581;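 active = inhibition above 20% in each of the two mixture wells holding the compound; inactive = inhibition of 20% or less in either well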;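 also: 0% = enzyme control without mixture and 100% = blank lacking enzyme; strong numbers were not always called active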
# FXIIa mix inh: inhibitors of human coagulation factor XIIa, pooled mixtures. P00748. purified FXIIa, fluorogenic substrate. inhibition, % at 5 µM. hit rate 0.2% among 62,000;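 also: 0% = enzyme without compound and 100% = no enzyme blank; some results filed as inactive read as strong as hits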
# C1s block: blocks human complement C1s protease activity. P09871. purified C1s, fluorogenic AMC substrate, pooled mixtures. mean inhibition % of two 10-compound mixtures (hits give high values), % at 5 µM (by protocol). hit rate 0.16% among 62,000;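 active = inhibition above 20% in each of the two 10-compound mixture wells holding the compound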;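 also: 0% = enzyme wells lacking compound mixture and 100% = no-enzyme blank wells; some compounds called inactive have numbers as strong as hits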
# Target sequence (P09871 16-437 limits assumed): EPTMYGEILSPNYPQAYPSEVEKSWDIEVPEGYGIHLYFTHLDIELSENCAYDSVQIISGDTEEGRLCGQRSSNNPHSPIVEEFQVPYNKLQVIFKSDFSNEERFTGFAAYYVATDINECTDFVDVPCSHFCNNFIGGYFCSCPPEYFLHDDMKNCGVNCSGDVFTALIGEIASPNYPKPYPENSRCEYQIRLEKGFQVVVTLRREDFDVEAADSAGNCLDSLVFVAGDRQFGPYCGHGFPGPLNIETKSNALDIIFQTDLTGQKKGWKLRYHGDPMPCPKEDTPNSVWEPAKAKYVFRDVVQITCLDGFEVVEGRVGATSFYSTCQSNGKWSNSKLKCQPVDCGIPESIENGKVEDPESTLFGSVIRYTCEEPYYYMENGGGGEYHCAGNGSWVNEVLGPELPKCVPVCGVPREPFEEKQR
# Target sequence (P09871 438-688 limits assumed): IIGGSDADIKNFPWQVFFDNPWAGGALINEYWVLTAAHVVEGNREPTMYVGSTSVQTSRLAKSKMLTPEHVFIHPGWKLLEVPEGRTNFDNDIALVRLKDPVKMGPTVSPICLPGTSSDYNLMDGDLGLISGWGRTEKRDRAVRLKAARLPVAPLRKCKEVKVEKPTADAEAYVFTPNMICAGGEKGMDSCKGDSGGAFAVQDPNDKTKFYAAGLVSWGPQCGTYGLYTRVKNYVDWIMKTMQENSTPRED
# CatS block: inhibitors of human cathepsin S; P25774; recombinant cathepsin S, AMC dipeptide fluorescence, pooled mixtures; inhibition, %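 (tested at 5 µM per compound within 10-compound mixtures)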; hit rate 0.06% among 62,000; AID 501; in the data active = inhibition above about 32%, passing the limit was not always enough;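 also: 0% = enzyme without compound and 100% = blank without enzyme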
# CatB inh: blocks human cathepsin B protease activity. purified cathepsin B, fluorogenic substrate, fluorescence. inhibition, %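 (tested at 10 µM)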. hit rate 0.1% among 63,000. AID 453; in the data active = inhibition above about 21%;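 also: 0% = enzyme with no compound and 100% = no enzyme blank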
# CatL block: inhibitors of human cathepsin L. purified cathepsin L, fluorogenic substrate, fluorescence. inhibition, %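 (tested at 10 µM)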. hit rate 0.17% among 58,000. AID 460; in the data active = inhibition above about 45%;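 also: 0% = enzyme with no compound and 100% = no enzyme blank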
# Target sequence (P07711 114-288 limits assumed): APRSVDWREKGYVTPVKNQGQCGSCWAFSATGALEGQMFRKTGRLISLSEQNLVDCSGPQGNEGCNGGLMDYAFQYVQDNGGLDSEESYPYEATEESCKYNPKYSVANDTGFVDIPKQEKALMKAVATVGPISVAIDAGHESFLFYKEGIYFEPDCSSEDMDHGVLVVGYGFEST
# Target sequence (P07711 292-333 limits assumed): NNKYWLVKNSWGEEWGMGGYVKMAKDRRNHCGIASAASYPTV
# An asterisk follows results filed as active; / = not tested or not shown. Rule as the data show it, unless noted: active = inhibition above about 20% (passing the limit was not always enough); inactive = the rest. A portion of the library, so the mix of outcomes need not match the whole.
A340 absorber,FXIa mix inh,CatB mix inh,CatG inh,FXIIa mix inh,C1s block,CatS block,CatB inh,CatL block,Molecule
0.99,1,-9,9,6,4,-11,0,-2,Fc1ccccc1-c1nc(-c2ccccc2)no1
1,0,-2,8,7,-9,-1,-3,8,CCC(=O)Nc1ccc(NC(=O)CSc2nnnn2CC)cc1C
1.1,-2,-3,-6,-2,-19,-1,0,-2,O=C1c2ccccc2C(=O)N1CCCC(=O)N1CCc2ccccc21
1.1,5,2,-1,1,3,4,-2,-2,O=C(O)/C(=C1/OC(=O)c2ccccc21)c1ccccc1
1,12,5,9,5,-2,2,2,/,Cc1cc(C)cc(-c2nnc(SCC(=O)NCc3cccs3)o2)c1
1,-2,0,-9,1,-64,-4,3,9,CCn1c(SCC(=O)Nc2ccccc2F)nc2c(c1=O)SC(C)C2 (stereo not given)
0.99,-1,6,8,-1,-9,7,-3,11,O=C1OCCC1Sc1ncnc2sc3c(c12)CCC3 (stereo not given)
1.1,2,3,1,5,2,6,-4,14,O=C(CCNS(=O)(=O)c1cccc2nsnc12)N1CCc2ccccc21
1,3,2,11,3,13,-1,3,/,Cc1c(Br)cc(C(=O)N2CCCC2)c(C)c1C
1,-7,-4,-2,11,-97,-16,1,-4,CCc1nnc(NC(=O)CSc2nnc(Cc3cccn3C)n2C)s1
1,7,6,12,-14,9,8,-8,5,O=C(OCN1C(=O)c2ccccc2C1=O)c1ccc2c(=O)n3c(nc2c1)CCC3
1,5,5,0,0,7,7,3,-1,COCCOC(=O)C1=C(C)N=c2s/c(=C\c3cccs3)c(=O)n2C1c1cccs1 (stereo not given)
1,1,5,8,1,-3,0,3,0,CC(=O)Cc1nsc(NC(=O)c2c(-c3ccccc3Cl)noc2C)n1
1,3,-1,11,6,6,0,0,2,COC(=O)CNC(=O)c1c(-c2ccccc2Cl)noc1C
0.99,3,4,-4,9,-54,-6,-1,-1,CCCS(=O)(=O)N1CCCC(C(=O)NCc2ccc3c(c2)OCO3)C1 (stereo not given)
1,7,1,5,3,-7,-11,-7,-3,CC(c1ccccc1F)n1cc(C(=O)NCCc2ccco2)nn1 (stereo not given)
0.99,-9,-7,3,7,-38,13,0,11,Cn1c(=O)[nH]c(=O)c2c1nc(NCCCO)n2CCCc1ccccc1
1,5,3,12,8,5,10,4,11,CCOC(=O)c1ccc2nc(C(F)(F)F)[nH]c(=O)c2c1
1.1,4,1,9,-2,11,-3,4,17,Cc1ccc(C2c3c(oc4ccc(Cl)cc4c3=O)C(=O)N2CCCN2CCOCC2)o1 (stereo not given)
1,-10,2,1,0,-52,-3,4,/,Cc1ccc(-n2nc(-c3ccc(N)cc3)cc2N)cc1

# Entries above containing an NH in an aromatic ring (two):
A340 absorber,FXIa mix inh,CatB mix inh,CatG inh,FXIIa mix inh,C1s block,CatS block,CatB inh,CatL block,Molecule
0.99,-9,-7,3,7,-38,13,0,11,Cn1c(=O)[nH]c(=O)c2c1nc(NCCCO)n2CCCc1ccccc1
1,5,3,12,8,5,10,4,11,CCOC(=O)c1ccc2nc(C(F)(F)F)[nH]c(=O)c2c1

# Other structures follow:
A340 absorber,FXIa mix inh,CatB mix inh,CatG inh,FXIIa mix inh,C1s block,CatS block,CatB inh,CatL block,Molecule
1,6,8,8,6,3,-6,1,/,CCOC(=O)c1c(C)[nH]c(C(=O)NCc2ccccc2OC)c1C
0.98,3,-6,11,6,6,1,1,-4,CCN1CCc2nc(SCC(=O)Nc3ccc(OC)cc3)c(C#N)cc2C1
1,8,8,14,9,-27,8,-3,23,Cc1cc(C(=O)NCc2cc(C(=O)O)oc2C)c(C)o1
0.99,3,-11,13,-5,2,10,0,1,COc1ccc(C2CC(c3ccccc3)Nc3nc(NC(=O)c4cccs4)nn32)cc1 (stereo not given)
0.99,-5,-2,2,2,-4,6,-4,/,O=C(NCc1ccccc1)C1C2C=CC3(CN(Cc4cccnc4)C(=O)C13)O2 (stereo not given)
1,3,-1,11,6,14,2,3,13,CCCn1c(=O)n(C)c(=O)c2c3oc(=O)c(NC(=O)c4ccc(F)cc4)cc3[nH]c21
1,4,-2,-1,-19,-26,-3,0,-9,COc1ccc(-c2nnc(SCC(=O)N3CCCC(C)C3)o2)c(OC)c1 (stereo not given)
1.1,2,1,5,1,6,-7,3,5,Oc1ccccc1Nc1ncnc2c1oc1ccccc12
0.99,2,-1,10,3,-1,10,4,3,O=C(CCn1c(=O)oc2ccccc21)N1CCN(c2ccccc2F)CC1
1,8,-1,0,11,18,13,-2,14,COc1cccc(C(=O)Cn2c(=O)n(CC3CCCO3)c(=O)c3ccccc32)c1 (stereo not given)
1.1,9,3,-1,1,4,-6,-3,-13,CCOCCc1nnc(NC(=O)c2cccc(F)c2)s1
1.1,-3,1,4,10,1,7,1,1,COCc1cc(=O)n2[nH]c(-c3cccc(Br)c3)cc2n1
1,6,32,-1,3,-14,-2,3,0,Cc1cc(C)n(CCO)c(=O)n1
1,8,7,2,10,-6,-3,-3,5,COc1ccc(C2CC(C(F)(F)F)n3ncc(C(=O)O)c3N2)cc1OC (stereo not given)
1,2,-2,3,6,2,16,-1,15,Cc1ccc(NC(=O)CS(=O)CC(=O)NC2CCN(Cc3ccccc3)CC2)c(C)c1 (stereo not given)
1.1,3,4,11,11,12,17,3,8,Cc1ccsc1C(=O)N1CC(=O)Nc2ccccc21
1.1,11,-1,-4,9,-9,-6,0,-2,COc1ccc(NC(=O)c2ccco2)cc1N
1.2,5,8,10,2,-8,14,8,12,CC(=O)c1sc2nc(SCC(=O)N3CCCCC3)[nH]c(=O)c2c1C
1,7,1,-2,8,-2,-3,2,3,CCc1sc(C(=O)NC2CCN(C)CC2)cc1Br
0.98,-1,2,-3,-1,1,5,1,35,Cc1oc(-c2ccccc2F)nc1CS(=O)(=O)CC(=O)NCc1ccco1

# Entries above that have a Cl atom, in the order listed:
A340 absorber,FXIa mix inh,CatB mix inh,CatG inh,FXIIa mix inh,C1s block,CatS block,CatB inh,CatL block,Molecule
1,1,5,8,1,-3,0,3,0,CC(=O)Cc1nsc(NC(=O)c2c(-c3ccccc3Cl)noc2C)n1
1,3,-1,11,6,6,0,0,2,COC(=O)CNC(=O)c1c(-c2ccccc2Cl)noc1C
1.1,4,1,9,-2,11,-3,4,17,Cc1ccc(C2c3c(oc4ccc(Cl)cc4c3=O)C(=O)N2CCCN2CCOCC2)o1 (stereo not given)

# Going on with the list:
A340 absorber,FXIa mix inh,CatB mix inh,CatG inh,FXIIa mix inh,C1s block,CatS block,CatB inh,CatL block,Molecule
1,-1,3,-1,4,0,8,2,18,Cc1ccnc(SCCn2c(N3CCN(Cc4ccccc4)CC3)nc3c2c(=O)[nH]c(=O)n3C)n1
1,-22,-4,-10,5,-149,-17,3,0,Cc1occc1C(=O)NCc1ccccc1F
1,5,2,7,4,-3,13,3,/,COc1cccc(-c2nnc(N(C)C(=O)C3CCOC3)s2)c1 (stereo not given)
1,2,5,1,9,1,-3,-3,31,O=C(O)c1cccc(NC(=O)C23CC4CC(C2)CC(n2cnc(Cl)n2)(C4)C3)c1
0.98,3,3,-4,1,-5,-7,-5,-2,O=S(=O)(c1ccc(F)cc1)N1CCC(O)(c2ccc3c(c2)OCO3)CC1
1,2,3,8,1,13,1,4,2,O=S(=O)(Nc1cccc2ccccc12)N1CCCC1
1,-7,-7,3,3,-12,-2,1,4,CC1CCN(S(=O)(=O)c2cc(Br)cc(C(=O)NC3=NCCS3)c2)CC1
1,17,5,3,3,3,10,0,-4,Cc1nc(N2CCN(Cc3ccc4c(c3)OCO4)CC2)nc2c1C(=O)CC(c1ccco1)C2 (stereo not given)
1.1,7,2,3,-6,-19,11,7,9,Cc1ccc(C(C)C)c(OCc2nnc(SCC(=O)Nc3nccs3)n2C)c1
1,3,3,6,5,-31,12,8,/,O=C(CSc1nc2c(cnn2-c2ccccc2)c(=O)[nH]1)c1ccc(Cl)cc1
1,8,2,11,-7,16,-5,4,/,CCCc1nc(SCC(=O)N2CCc3ccccc32)c2c(=O)n(C)c(=O)n(C)c2n1
1,0,-3,8,4,18,5,2,28,Cc1ccc(CN2C(=O)CCC2C(=O)NCCN2CCOCC2)cc1 (stereo not given)
1,5,3,9,9,19,2,0,-7,O=C(NCc1ccco1)c1cnn2c(C(F)(F)F)cc(-c3ccccc3)nc12
1.1,6,1,2,-4,0,14,0,1,CN(C)/C=C1\N=C(c2ccc(Cl)cc2Cl)OC1=O
1,-3,0,-2,6,-17,-5,0,-2,CCOC(=O)CCc1n[nH]c(=O)[nH]c1=O
0.97,8,5,9,2,18,11,5,-6,NC(=O)CSc1nnc(Cc2csc(Nc3ccccc3)n2)n1Cc1ccccc1
1,1,-6,9,4,4,5,-1,7,COc1ccc(-c2nnn(CC(=O)N(Cc3cccs3)C(C)C(=O)NC3CCCC3)n2)cc1OC (stereo not given)
1,14,6,14,4,0,0,0,-4,CN(C)c1nc(N2CCOCC2)nc(N(c2ccccc2)c2ccccc2)n1
1.1,4,-4,2,-2,0,6,-5,/,COc1ccc(NS(=O)(=O)c2ccc(SC)cc2)cc1
1,4,0,11,10,9,6,5,/,CC(C)(C)c1ccc(SCC(N)=O)cc1
1,7,4,0,-1,4,-2,-6,-22,CCOC(=O)C1=C(N)n2c(s/c(=C\c3ccco3)c2=O)=C(C(=O)OCC)C1c1ccco1 (stereo not given)
1.1,15,0,4,14,4,-3,1,-8,FC(F)(F)c1cc(-c2cccs2)nc(N2CCOCC2)n1
1,7,0,6,4,3,-3,7,-4,COc1ccc(C(=O)Nc2ccncc2)cc1OC
0.98,7,3,5,-5,13,3,2,7,CCOC(=O)CSc1nc2cc(C(=O)N3CCC(C(N)=O)CC3)ccc2c(=O)n1-c1ccccc1
0.95,9,0,8,8,10,-5,2,16,Cn1c(SCC(=O)Nc2ccc3c(c2)OCCO3)nnc1-c1ccco1
1.1,9,-1,25,2,-42,-7,3,-2,Cc1nc2ncnn2c(C)c1CCC(=O)NCc1ccco1
1,4,-2,-22,0,-1,-11,-3,-2,CCn1c(CNc2ccc(Cl)cc2)nnc1SCC(=O)NCc1ccccc1
1,-5,2,8,-13,3,1,-1,-9,Cc1cccc(N(CC(=O)Nc2c(C)n(C)n(-c3ccccc3)c2=O)S(C)(=O)=O)c1
1.1,12,-1,-3,9,-37,7,-1,19,CCCCCn1c(SCC#N)nc2cc(C(=O)NC3CCCCC3)ccc2c1=O
0.99,-1,0,-7,4,-18,15,6,2,CN(CC(=O)O)S(=O)(=O)c1cc(Cl)ccc1Cl
0.98,5,4,1,8,-16,-5,-5,-3,COc1ccccc1-c1noc(-c2cccnc2)n1
0.99,2,6,6,17,6,6,3,-2,Cc1ccccc1NC(=O)N1CCCC(c2nc(-c3ccc(C(C)C)cc3)no2)C1 (stereo not given)
1,5,2,6,16,7,-9,1,-6,CCc1ccc(C2CC(c3ccc(C)cc3)Nc3nc(N)nn32)cc1 (stereo not given)
1,-2,4,2,5,1,6,7,-1,Cc1cc(NC(=O)CSc2nc3c(c(=O)n2Cc2ccccc2)SC(C)C3)no1 (stereo not given)
0.97,-1,-2,-6,5,-13,-1,5,17,CCN(CCCNC(=O)CCn1c(=O)[nH]c2ccccc2c1=O)c1cccc(C)c1
0.96,0,2,5,3,-1,-2,4,-5,CCOC(=O)c1c(C)oc2ccc(OC(=O)N3CCOCC3)cc12
0.99,-8,5,-12,-17,4,13,9,28,COc1ccc(CCNC(=O)CC2Nc3ccccc3NC2=O)cc1 (stereo not given)
0.99,-4,6,-3,-17,-32,25,8,0,O=c1c2ccccc2nnn1CSc1nc2cc(Cl)ccc2c(=O)n1Cc1ccco1
0.99,3,5,-3,2,-11,-4,3,3,CCOC(=O)c1c(C)n(OCc2ccccc2)c2ccc3c(no[n+]3[O-])c12
1,8,5,1,17,6,4,-8,2,Cn1c(=O)cc(SCC(=O)NCCN2CCN(c3ccccc3F)CC2)c2cc(Cl)ccc21
1.1,-6,4,9,-22,-12,-4,5,/,Cc1nc2ccc(NC(=O)N3CCSCC3)cc2nc1C
1,7,-2,0,12,4,-5,-1,/,O=C(NCc1ccccc1)c1cc(-c2cccc(O)c2)on1

# High-throughput results as filed in PubChem BioAssay.
